GSIS activator = primary screen for activators of insulin secretion dependent on glucose, INS-1E cells, GLuc reporter luminescence; INS-1E GLuc reporter insulin secretion, 2-3 h; activation, % at 16.6 µM; 0.61% of 370,000 active;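 active = lowest replicate activation of at least 40%, so every replicate reaches that level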;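 also: 0% = median of neutral control wells and 100% = median of IBMX positive control wells; some compounds called inactive have numbers as strong as hits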
ERAP1 HTS inh = ERAP1 (human) enzyme inhibition; inhibition, % at 10.7 µM; recombinant ERAP1, Leu-AMC fluorescence, 60 min; AID 652197; 0.15% of 340,000 active;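 active = mean replicate inhibition of at least 30%, or all replicates individually reaching that 30% level; inactive = mean below 30% and not every replicate reaching it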;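 also: 0% = neutral control wells and 100% = L-leucinethiol positive control wells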
esBAF inh = SWI/SNF esBAF complex inhibition; mouse ES cells, Bmi1-luciferase knock-in reporter, 24 h; 100% = twice the neutral-well signal; reporter increase, % at 12.5 µM; 2% of 350,000 active; AID 602393; in the data active = activation above about 40%;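 also: 0% = median of the plate's neutral control wells and 100% = double that signal; a rise in the Bmi1 reporter signal indicates esBAF inhibition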
RAD54 inh = blocks human RAD54 Holliday junction branch migration. Q92698. FAM/BHQ fluorescence. inhibition, % at 10.4 µM. 0.14% of 360,000 active;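 active = mean normalized replicate activity at least 40 and at least half of replicates scoring 40 or more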;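 also: 0% = median of neutral control wells and 100% = median of positive control wells; inhibitors cause a drop in the FAM fluorescence signal; in these data hits start at about 50%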
Target sequence (Q92698 whole entry, looked up): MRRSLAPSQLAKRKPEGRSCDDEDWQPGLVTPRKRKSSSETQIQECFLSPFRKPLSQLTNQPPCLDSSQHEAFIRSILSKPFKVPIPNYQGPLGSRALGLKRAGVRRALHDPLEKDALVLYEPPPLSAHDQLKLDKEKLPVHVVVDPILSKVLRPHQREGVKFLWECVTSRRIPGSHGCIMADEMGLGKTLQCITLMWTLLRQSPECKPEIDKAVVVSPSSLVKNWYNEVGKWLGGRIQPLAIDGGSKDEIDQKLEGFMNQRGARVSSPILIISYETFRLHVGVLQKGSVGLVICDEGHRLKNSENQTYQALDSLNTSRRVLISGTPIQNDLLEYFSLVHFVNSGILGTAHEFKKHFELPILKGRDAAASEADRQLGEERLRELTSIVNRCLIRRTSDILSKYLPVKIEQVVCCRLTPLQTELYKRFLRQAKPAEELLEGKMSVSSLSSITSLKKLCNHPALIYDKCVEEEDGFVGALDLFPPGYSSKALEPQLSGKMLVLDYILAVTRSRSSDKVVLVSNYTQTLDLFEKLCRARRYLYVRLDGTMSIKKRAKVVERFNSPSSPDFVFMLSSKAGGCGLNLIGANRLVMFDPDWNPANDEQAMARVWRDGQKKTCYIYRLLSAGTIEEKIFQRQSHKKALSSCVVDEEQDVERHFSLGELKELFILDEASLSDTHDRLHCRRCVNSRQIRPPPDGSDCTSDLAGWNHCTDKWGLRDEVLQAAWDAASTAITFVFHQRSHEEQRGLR
ARNT-TACC3 inh = ARNT/TACC3 interaction disruption; Q9Y6A5; AlphaScreen His-ARNT PAS-B/GST-TACC3 binding, luminescence; TACC3 fragment carries E629A point mutation; inhibition, % at 9.99 µM; 0.66% of 390,000 active;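 active = mean inhibition of replicates at least 50% and at least half of replicates each reaching 50%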;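 also: 0% = complete ARNT plus TACC3 wells and 100% = ARNT alone without TACC3; many hits fall short of the cut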
F508del corr = CFTR F508del correction in bronchial cells | CFBE cells, YFP halide quenching; stimulated with forskolin plus potentiator P3; % fluorescence drop versus neutral controls | activity (quench increase), % at 7.58 µM | 0.36% of 350,000 active | AID 720511;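 active = mean added fluorescence quench of at least 8% versus neutral control, with both replicates also reaching 8%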;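 also: cells transiently co-express mutant CFTR-F508del with the halide-sensitive YFP; corrector assay measuring rescue of mutant channel to the surface after 24 h compound exposure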
RAD52 inh = blocks human RAD52 DNA annealing | AID 651710 | P43351 | 0.46% of 360,000 active | recombinant RAD52 DNA annealing, FRET fluorescence | inhibition, % at 18.7 µM;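 active = every replicate showing at least 50% inhibition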
XiGFP reactiv = X-chromosome reactivation activator; XiGFP mouse fibroblasts, % GFP-positive cells imaging, 3 d; cells co-treated with 5-aza-dC sensitizer; scaled so ellipticine positive control = 100%; activation, % at 7.58 µM; 0.055% of 360,000 active;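 active = mean normalized replicate activation at least 10% and every replicate at or above 10%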;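 also: 0% = median of on-plate neutral control wells and 100% = ellipticine 6 µM median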
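System: XiGFP fibroblasts, SV40-immortalized. Medium: DMEM plus 5-aza-dC sensitizer. Doses: single point. Timing: 3 d treatment, 15 min room-temperature fixation. Control set: ellipticine 6 µM.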
Numbers without * were called inactive; . = not tested or not shown; & = joins results of further samples.

1: O=C(C[C@@H]1C=C[C@@H](NS(=O)(=O)c2ccc(F)cc2)[C@@H](CO)O1)NCc1ccncn1
2: COCCn1c(CN2CCN(c3cccc(Cl)c3)CC2)nc2c1c(=O)n(C)c(=O)n2C
3: N#Cc1cccc(C(=O)Nc2ccccc2C(=O)NC2CC2)c1
4: C/C(=C\c1ccccc1)CN1CCN(C)CC1
5: CC(=O)Nc1ccc(C(=O)OCC(=O)Nc2c(C)n(C)n(-c3ccccc3)c2=O)cc1
6: Cc1nc2n[nH]c(N)c2nc1C
7: CCOC(=O)c1c(NC(=O)CSc2nnnn2-c2ccccc2)sc2c1CCC(C)C2 (stereo not given)
8: Cc1ccc(S(=O)(=O)N(C)C[C@H]2Oc3ccc(NC(=O)Nc4ccccc4)cc3C(=O)N([C@H](C)CO)C[C@@H]2C)cc1
9: C[C@@H]1CN([C@H](C)CO)C(=O)c2cc(NS(=O)(=O)c3ccc(F)cc3)ccc2O[C@@H](C)CCCCO[C@@H]1CN(C)C
10: O=C(NCC[C@@H]1CC[C@@H](NS(=O)(=O)c2ccc(Oc3ccccc3)cc2)[C@@H](CO)O1)C1CC1

assay / entry	1	2	3	4	5	6	7	8	9	10
GSIS activator	15	-49	9	13	24	28	-14	6	6	7
ERAP1 HTS inh	2	5	0	-1	0	-5	.	-1	0	1
esBAF inh	3	-22	-2	2	-3	0	4	6	-1	7
RAD54 inh	3	1	-1	-7	-2	-5	-5	4	6	-1
ARNT-TACC3 inh	-10	-2	1	-10	1	.	-20	1	1	-8
F508del corr	-1.0	1.3	-1.8	0.5	0.4	5.5	.	1.0	-0.5	-2.0
RAD52 inh	-9	-13	-18	-5	-5	6	.	2	-2	13
XiGFP reactiv	0.3	0.0	0.0	0.1	0.5	0.0	.	0.1	0.3	-0.3

11: COC(=O)[C@@H]1[C@@H](CO)[C@@H]2Cn3c(ccc(C4=CCCCC4)c3=O)[C@@H]2N1C(=O)C1CCC1
12: CC(C)CC#Cc1ccc2c(c1)O[C@@H](CN(C)C)[C@@H](C)CN([C@H](C)CO)S2(=O)=O
13: CCc1ccc(NC(=O)N(Cc2cccnc2)Cc2ccco2)cc1
14: CC(C)C[C@@H]1NC(=O)[C@H]2C[C@@H](C(=O)NCc3ccc(F)cc3)[C@@H](c3ccc(O)cc3)N2C1=O
15: CCCCCC1CCC(c2ccc(/C(N)=N/O)cc2)CC1 (stereo not given)
16: Cc1ccc(S(=O)(=O)N2CCN(C)CC2)cc1C
17: CCCn1cc(CN2CCC(n3nccc3NC(=O)c3ccccc3)CC2)c(C)n1
18: C[C@@H]1CCCCO[C@@H](CN(C)S(=O)(=O)c2ccc(F)cc2)[C@@H](C)CN([C@H](C)CO)C(=O)c2cc(NS(=O)(=O)c3ccccc3)ccc2O1
19: Fc1ccc(-c2csc(NC3=NCCC3)n2)cc1
20: CN(Cc1cccnc1)C(=O)CC1C(=O)NCCN1CC(c1ccccc1)c1ccccc1 (stereo not given)

assay / entry	11	12	13	14	15	16	17	18	19	20
GSIS activator	2	-9	2	.	.	3	0	-6	35	5
ERAP1 HTS inh	2	2	.	1	2	2	0	4	4	-1
esBAF inh	-4	-2	0	.	-12	2	1	2	.	.
RAD54 inh	-1	-3	3	-6	5	-6	14	-6	.	.
ARNT-TACC3 inh	7	-25	5	-8	8	-5	-1	-2	-2	-1
F508del corr	1.1	-1.8	.	-2.3	1.2	6.2	2.6	2.5	2.0	5.6
RAD52 inh	-3	10	.	-6	-8	-18	-16	0	-26	-14
XiGFP reactiv	0.0	0.3	.	.	0.2	0.0	0.1	0.4	0.1	-0.1

21: CN(N=Cc1cccc2cccnc12)c1ccc([N+](=O)[O-])cc1[N+](=O)[O-]
22: O=C(C[C@H]1CC[C@@H]2[C@H](COC[C@H](O)CN2Cc2nccs2)O1)NCc1ccccc1Cl
23: COc1cccc(CNCc2ccccc2OC)c1
24: CO[C@@H]1CN(C)C(=O)c2cc(NC(=O)Nc3cc(F)ccc3F)ccc2OC[C@@H](C)N(C)C[C@H]1C
25: O=C(O)CCCCC1SCC2NC(=O)NC21 (stereo not given)
26: CC(C)(C)NC(=O)C(c1ccncc1)N(C(=O)Cn1nnc(-c2ccc(F)cc2)n1)c1ccccc1 (stereo not given)
27: Cc1ccc(Sc2ccc(C(=O)N(C)C)cc2[N+](=O)[O-])cc1
28: CSc1ccccc1NC(=O)COC(=O)c1ccc(O)cc1
29: O=C(CSc1ncc(C(=O)O)n1-c1ccc(F)cc1)NCc1ccc2c(c1)OCO2
30: CNC(=S)N/N=C/c1cn(Cc2ccc(C)cc2)c2ccccc12

assay / entry	21	22	23	24	25	26	27	28	29	30
GSIS activator	.	-8&7	0	-5	15	-26	2	0	2	9
ERAP1 HTS inh	-5	.	-2	1	-2	-2	7	2	4	1
esBAF inh	-5	2	1	-5	5	-6	.	11	.	.
RAD54 inh	.	5	12	10	1	.	.	-1	.	0
ARNT-TACC3 inh	-6	-12	0	12	0	0	7	-1	-4	8
F508del corr	.	-1.9&-0.1	-1.2	-0.7	-0.7	2.0	-2.9	1.0	-1.1	0.3
RAD52 inh	-43	-1	-2	4	-2	-16	-12	0	-10	-23
XiGFP reactiv	0.1	0.0&0.0	0.0	0.1	.	0.0	0.2	0.2	0.0	0.0

6 entries out of the list, ordered by molecular weight, falling:
8: Cc1ccc(S(=O)(=O)N(C)C[C@H]2Oc3ccc(NC(=O)Nc4ccccc4)cc3C(=O)N([C@H](C)CO)C[C@@H]2C)cc1
10: O=C(NCC[C@@H]1CC[C@@H](NS(=O)(=O)c2ccc(Oc3ccccc3)cc2)[C@@H](CO)O1)C1CC1
11: COC(=O)[C@@H]1[C@@H](CO)[C@@H]2Cn3c(ccc(C4=CCCCC4)c3=O)[C@@H]2N1C(=O)C1CCC1
5: CC(=O)Nc1ccc(C(=O)OCC(=O)Nc2c(C)n(C)n(-c3ccccc3)c2=O)cc1
30: CNC(=S)N/N=C/c1cn(Cc2ccc(C)cc2)c2ccccc12
23: COc1cccc(CNCc2ccccc2OC)c1

assay / entry	8	10	11	5	30	23
GSIS activator	6	7	2	24	9	0
ERAP1 HTS inh	-1	1	2	0	1	-2
esBAF inh	6	7	-4	-3	.	1
RAD54 inh	4	-1	-1	-2	0	12
ARNT-TACC3 inh	1	-8	7	1	8	0
F508del corr	1.0	-2.0	1.1	0.4	0.3	-1.2
RAD52 inh	2	13	-3	-5	-23	-2
XiGFP reactiv	0.1	-0.3	0.0	0.5	0.0	0.0

Some of the entries above in a different format:
The line under a structure holds: GSIS activator, ERAP1 HTS inh, esBAF inh, RAD54 inh, ARNT-TACC3 inh, F508del corr, RAD52 inh, XiGFP reactiv
(24) CO[C@@H]1CN(C)C(=O)c2cc(NC(=O)Nc3cc(F)ccc3F)ccc2OC[C@@H](C)N(C)C[C@H]1C
→ -5, 1, -5, 10, 12, -0.7, 4, 0.1
(28) CSc1ccccc1NC(=O)COC(=O)c1ccc(O)cc1
→ 0, 2, 11, -1, -1, 1.0, 0, 0.2

Later entries.
31: CN1CCN(C(=O)C[C@@H]2C[C@H]3c4cc(NC(=O)Nc5ccccc5)ccc4O[C@H]3[C@@H](CO)O2)CC1
32: Cn1cc(C=O)c2cc(F)ccc21
33: Cn1nc(-c2ccccc2)cc1NC(=O)Nc1ccccc1F
34: CCC(C)NC(=O)c1cc2cc3ccc(OC)cc3nc2o1 (stereo not given)
35: CN1C(=O)c2cc(NC(=O)Nc3ccccc3)ccc2OC[C@H]2O[C@H](CC(=O)O)CC[C@@H]21
36: C[C@@H]1CN([C@@H](C)CO)C(=O)Cc2cc(NC(=O)c3ccncc3)ccc2O[C@H]1CN(C)Cc1ccc(Cl)c(Cl)c1
37: CCN1[C@H](C(=O)Nc2nccs2)[C@@H](CO)[C@@H]2Cn3c(ccc(/C=C/c4ccccc4)c3=O)[C@@H]21
38: Cc1ccccc1NC(=O)c1ccc2c(c1)CCN2S(C)(=O)=O
39: NC(=O)Cn1cc(/C=N/NC(=O)c2ccc(Cn3cc(Cl)cn3)o2)c(-c2ccccc2)n1
40: C[C@@H]1CCCCO[C@H](CN(C)Cc2ccc(C(=O)O)cc2)[C@@H](C)CN([C@H](C)CO)C(=O)c2cc(NC(=O)c3ccccc3)ccc2O1

assay / entry	31	32	33	34	35	36	37	38	39	40
GSIS activator	-1	-8	-30	13	7	-18	-5	-2	-3	33
ERAP1 HTS inh	.	1	4	-18	.	-1	-34	20	-2	-2
esBAF inh	-3	.	.	55*	2	-10	.	8	-2	1
RAD54 inh	1	.	-7	-4	-2	1	.	-7	-2	-4
ARNT-TACC3 inh	-2	-3	.	0	.	48*	.	-1	-2	-11
F508del corr	2.3	-1.6	1.0	-1.8	.	-1.6	0.8	-1.9	-1.2	1.4
RAD52 inh	.	-2	-7	-7	.	25	-40	-7	-2	5
XiGFP reactiv	0.0	0.0	-0.1	0.1	0.4	-0.1	0.0	0.0	0.1	0.0

41: CO[C@@H](CN(C)S(=O)(=O)c1cccc(Cl)c1)[C@H](C)CN(C(=O)Nc1ccccc1F)[C@@H](C)CO
42: COc1ccc(-c2csc(N(CCCN(C)C)C(=O)c3cc(OC)c(OC)c(OC)c3)n2)cc1
43: CCOC(=O)c1sc(N)nc1-c1ccccc1
44: O=C(CCC1CCCC1)Nc1cc(C(F)(F)F)ccc1N1CCOCC1
45: CNC(=O)C[C@H]1CC[C@@H]2[C@H](COc3ccc(NC(=O)c4ccccc4Cl)cc3C(=O)N2C)O1
46: COCCOC(=O)N1C(=O)[C@@]2(c3cc(C#CCCO)ccc31)[C@H](C(N)=O)[C@H]1C(=O)O[C@H](c3ccccc3)[C@H](c3ccccc3)N1[C@@H]2c1ccccc1OCCO
47: CCC(C)NS(=O)(=O)c1cc2c3c(c1)CCN3C(=O)CC2 (stereo not given)
48: Cc1cc(C)c(NC(=O)CS(=O)CC(=O)Nc2ccc(F)cc2F)c(C)c1 (stereo not given)
49: COc1ccc(OC)c(CNS(=O)(=O)c2cc(CN3C(=O)c4cccnc4C3=O)ccc2OC)c1
50: O=C(C[C@H]1CC[C@H]2[C@@H](COC[C@@H](O)CN2Cc2ccc(C(F)(F)F)cc2)O1)NCCc1ccccc1
51: CCN(CCc1ccccc1)c1ccc2c(c1)C1CC2CCN1Cc1ccccc1 (stereo not given)
52: CCCN1[C@@H]2c3ccc(-c4ccc(F)cc4)c(=O)n3C[C@H]1[C@H](CO)[C@H]2C(=O)NCCc1cn(C)cn1

assay / entry	41	42	43	44	45	46	47	48	49	50	51	52
GSIS activator	-21	-9	30	42	0	.	6	30	16	-12	-29	7
ERAP1 HTS inh	0	0	2	-4	-1	0	1	2	2	-1	-2	3
esBAF inh	14	-5	0	.	1	.	9	-2	0	-1	-10	4
RAD54 inh	1	14	-5	-3	6	-20	9	13	0	-22	-9	-11
ARNT-TACC3 inh	3	2	3	-8	0	2	-9	-3	31	-5	.	-19
F508del corr	-0.9	-2.0	1.3	1.3	-1.0	1.0	0.8	-0.4	-2.3	0.9	4.3	-4.9
RAD52 inh	12	3	-10	-6	-3	9	-1	-15	-3	7	15	2
XiGFP reactiv	0.0	0.0	0.0	0.0	0.4	.	0.1	-0.2	0.0	0.0	0.1	0.3

From PubChem
